All columns: NCI-60 one-dose screen, growth in % after 48 h at 10 µM unless noted; 100 = growth as untreated, 0 = no growth, -100 = all killed.
LOX IMVI: LOX IMVI melanoma; 79,000 tested, 7.4% active; AID 1794757
UACC-257: UACC-257 melanoma | 78,000 tested, 4.4% active | AID 1794764
SK-MEL-28: SK-MEL-28 melanoma; 81,000 tested, 4.1% active
SK-MEL-2: SK-MEL-2 melanoma. 77,000 tested, 4.7% active
SK-MEL-5: SK-MEL-5 melanoma | 80,000 tested, 6.4% active | AID 1794755
UACC-62: UACC-62 melanoma. 81,000 tested, 5.4% active. AID 1794756
MALME-3M: MALME-3M melanoma | 78,000 tested, 5.8% active
MDA-MB-435: MDA-MB-435 melanoma; 82,000 tested, 7.8% active
The depositor's hits bear a star; / = not tested or not shown; & = joins results of further samples; [ ] = dose if it differs, or a comment. The calls were made as follows: active = growth percent below 10; inactive = the rest.

SMILES	LOX IMVI	UACC-257	SK-MEL-28	SK-MEL-2	SK-MEL-5	UACC-62	MALME-3M	MDA-MB-435
CCCCCCNP(=O)(OCC)OCC	103	110	109	99	101	89	117	112
NC(=O)C(F)(F)Cl	97	95	117	104	99	99	102	110
C=C1CC2C(CC[C@]3(C)C(=O)CCC23)[C@@]2(C)C=CC(=O)C=C12 (stereo partly specified)	99	90	106	102	/	91	98	93
O=C/C=C/c1ccco1	98	/	114	108	113	/	99	106
N[C@@H](CCC(=O)CBr)C(=O)O	99[20 µM]	101[20 µM]	105[20 µM]	88[20 µM]	101[20 µM]	95[20 µM]	92[20 µM]	104[20 µM]
Cc1nc2ccccc2c(=O)n1-c1ccccc1F	103	77	111	105	100	105	112	102
O=C(/C=C/c1sc(N(CCCl)CCCl)nc1Cl)c1ccccc1	93	93	113	96	99	68	111	101
CCN(CC)CC(=O)c1ccc(Br)cc1	109	98	116	105	101	101	95	106
CCOC(=O)C1=C(N)Oc2c(c(=O)oc3ccccc23)C1c1cc(=O)oc2c1ccc1ccccc12 (stereo unspecified)	88	96	106	104	88	91	101	107
CC(C)(C)c1ccc(OP(=O)(Oc2ccccc2)Oc2ccc(C(C)(C)C)cc2)cc1	89	93	102	97	102	90	123	98
O=C1NC(=O)C([N+](=O)[O-])C(=O)N1	106	97	109	118	109	102	118	108
COc1ccc(C(O)(C(=O)O)c2ccc(OC)cc2)cc1	94	91	103	79	94	86	105	102
O=S(Cc1ccccc1)OOCCCCOS(=O)OCc1ccccc1 (stereo unspecified)	42	93	108	107	103	102	100	111
CC1=C2[C@H]3OC(=O)[C@@H](C)[C@@H]3CC[C@@]2(C)C=CC1=O	99	/	122	-0.6*	112	93	87	115
Cc1ccc(Cl)c2ccccc12	87	95	101	98	89	91	86	94
Oc1c(Cl)cc(Cl)c2ccccc12.[Cu+2]	38	113	116	86	90	109	96	-83*
Nc1nn[nH]n1	100&107	99&95	111&102	103&106	118&103	103&104	/	110&107
CCCCOC(N)=O	104	110	112	113	100	/	/	110
O=C(/C=C/c1ccc(OC(F)(F)F)cc1)c1nc2ccccc2n1Cc1ccc(Br)cc1	/	76	96	117	92	77	86	91
CCO[C@H]1CC[C@@]2(C)[C@@H](CC[C@@H]3[C@@H]2CC[C@@]2(C)[C@H]3C[C@@H]3OB(O)O[C@@H]32)C1	98	99	105	123	98	109	97	94
COc1ccc(-c2c(C#N)c(=O)oc3cc(O)ccc23)cc1	91	85	109	103	94	94	103	103
Cn1cc(C(=O)/C(C#N)=C/c2cc3ccccc3nc2Cl)c2ccccc21	97	91	103	102	/	94	88	103
Oc1ccc2ccc3cccc4ccc1c2c34	98	94	112	88	103	/	115	110
CCN(CC)c1ccc2c(c1)OC(N)=C(C#N)C2c1cc(OC)c2c(c1)OCO2 (stereo unspecified)	23	78	72	/	-30*	32	61	-13*
CC(NC(=O)C(Cl)(Cl)Cl)C(=O)O (stereo unspecified)	93	84	103	60	104	104	103	98
CN(C)P1(=O)N(C)CCN1C	96	90	123	99	100	109	87	105
O=P(N1CC1)(N1CC1)N1CCN(P(=O)(N2CC2)N2CC2)CC1	95	103	113	117	102	99	103	101
O=C1NC(=O)C(Cc2ccccc2)(Cc2ccccc2)C(=O)N1Cc1ccccc1	72	96	95	85	98	66	94	88
S=C(N1CCCCCC1)N1CC1	/	94	109	104	104	99	/	112
COc1cc(/C=C/[N+](=O)[O-])cc(OC)c1	-94*	-16*	-17*	60	8.2*	2.6*	24	-46*
CC[N+](C)(CC)CCOC(=O)C(O)(c1ccccc1)c1ccccc1	104	105	116	112	103	99	98	113
C1=CCC2CN(CCCN3CCOCC3)CC2C1 (stereo unspecified)	96	105	102	105	100	100	103	95
COc1ccc2c(c1)NC1=C(C(=O)OC1)C2c1cc(OC)c(OC)c(OC)c1 (stereo unspecified)	12	62	66	16	-49*	45	22	-35*
[N-]=[N+]=NCc1ccccc1	/	107	101	103	124	99	136	101
CCOP(=O)(OCC)OCc1ccc(C)cc1C	96	/	102	111	103	98	101	104
N#Cc1c(N)oc2c(-c3ccccc3)[se]nc12	96	75	108	71	83	85	91	94
COS(=O)(=O)c1ccc(C)cc1	95	102	102	93	109	/	88	94
CCCCN(CCCC)CC(C)(O)c1ccccc1 (stereo unspecified)	99	89	104	102	101	96	97	101
COc1cc([N+](=O)[O-])c2ncccc2c1[N+](=O)[O-]	12	50	91	/	96	74	114	45
[N-]=[N+]=C1C(=O)NN=C1c1ccccc1	105	121	115	104	117	110	136	106
CC[C@H](C)[C@H](NC(=O)CN(C)C)C(=O)N(C)[C@H](C[C@@H](OC(C)=O)c1nc(C(=O)NC23C4C5C2C2C3C4C52C(=O)OC)cs1)C(C)C (stereo partly specified)	15	49	61	34	5.4*	30	35	-60*
COc1cc(/C=C\[N+](=O)[O-])ccc1OCc1ccccc1	-83*	62	19	90	65	30	78	20
O=C(O)COc1ccc(Cl)cc1Cl	107	96	96	113	105	102	/	102
CNC(C)(C)Cc1ccc(Cl)cc1	89	93	106	100	91	95	95	106
CC(C)OC(=O)c1nn(Cc2ccccc2)c2cc(F)c(F)cc12	101	109	104	96	93	94	98	106
O=C(O)C(O)c1ccc(Cl)cc1 (stereo unspecified)	106&101	92&109	109&106	118&106	106&81	106&103	102&110	115&105
COC(=O)C(Cl)(Cl)Cl	81	94	104	117	98	99	120	105
Cc1cc(C)cc(Nc2nc3c(s2)CC[C@@]2(C)C3=CC[C@@H]3[C@@H]2CC[C@]2(C)C(=O)CC[C@@H]32)c1	4.4*	88	59	55	92	53	80	73
CC1CN(CC(=O)c2ccc(Br)cc2)CC(C)O1 (stereo unspecified)	99	115	112	116	100	105	119	106
CC12CCC3C(CCC4=C(Oc5ccccc5)C(=O)CCC43C)C1CCC2=O (stereo unspecified)	101	108	120	82	94	87	121	114
COC(=O)[C@@H](C)C[C@H](Cc1ccccc1)NC(=O)c1cccc([C@@H](C[C@H](C(C)C)N(C)C(=O)[C@@H](NC(=O)[C@H]2CCCCN2C)C(C)C)OC(C)=O)n1	14	50	67	26	-51*	29	78	-32*
COc1cc2c(cc1OCc1ccccc1)C(CC(C)C)=[N+](C)CC2	91	50	95	82	76	82	85	97
N#CCCN1CC1	105	96	113	/	98	106	102	110
C[CH2][Sn]([Cl])([Cl])[CH2]C.Oc1ccccc1C=NCCN=Cc1ccccc1O	72	94	124	116	100	94	96	108
O=C(Nc1ccc(S(=O)(=O)F)c(Cl)c1)Oc1ccccc1	98	95	108	96	105	104	96	110
CN(N=O)C(=O)C(=O)N(C)N=O	97	92	100	117	99	100	93	102
Clc1cc(N2CC2)nc(N2CC2)n1	52	77	92	91	74	54	90	94
Cc1c2oc3c(C)ccc(C(=O)N[C@@H]4C(=O)N[C@H](C(C)C)C(=O)N5CCC[C@H]5C(=O)N(C)CC(=O)N(C)[C@@H](C(C)C)C(=O)OC4C)c3nc-2c(C(=O)N[C@@H]2C(=O)N[C@H](C(C)C)C(=O)N3CC(=O)C[C@H]3C(=O)N(C)CC(=O)N(C)[C@@H](C(C)C)C(=O)OC2C)c(N)c1=O (stereo partly specified)	-0.5*	-28*	-28*	-68*	-49*	-58*	-15*	-66*
CCOC(=O)CCC(NC(=O)C(Cc1ccc(N(CCCl)CCCl)cc1)NC=O)C(=O)OCC (stereo unspecified)	-78*	-10.0*	-30*	-64*	-70*	-38*	-80*	21
N#CCc1ccc(Cl)cc1	95	99	110	83	108	99	87	108
Other compounds:
SMILES	LOX IMVI	UACC-257	SK-MEL-28	SK-MEL-2	SK-MEL-5	UACC-62	MALME-3M	MDA-MB-435
CC(=O)C1CCC2C3CC=C4CC(OC(=O)Cc5ccc(N(CCCl)CCCl)cc5)CCC4(C)C3CCC12C (stereo unspecified)	/	116	107	106	94	91	109	111
CNC(=O)O/N=C/C(C)(C)SC	/	95	107	/	/	110	103	101
CC1(C)N=C(N)N=C(N)N1c1ccc(CCNS(=O)(=O)c2cccc(S(=O)(=O)F)c2)cc1	103	127	108	104	101	103	100	100
O=S1(=O)CC2(N3CCOCC3)CCCCC21 (stereo unspecified)	97&96	114&104	121&106	113&89	102&101	102	/	105&107
CC(C)NC1C2CCC(CC2)C1(O)c1ccc(Cl)c(Cl)c1 (stereo unspecified)	95	102	111	99	/	101	104	108
Cl[Se](Cl)(c1ccccc1)c1ccccc1	96	111	110	114	99	121	89	107
O=[N+]([O-])c1cccc([As]=[As]c2cccc([N+](=O)[O-])c2)c1 (stereo unspecified)	-55*	-94*	-98*	-91*	-100*	-98*	-89*	-92*
O=[N+]([O-])CC(O)C(Cl)(Cl)Cl (stereo unspecified)	100	111	102	150	107	107	98	103
COc1cccc(C2N3CCCN2CC3)c1 (stereo unspecified)	105	101	106	97	114	105	116	105
C(#CCN1CCCCC1)CN1CCCCC1	97	/	100	/	99	96	101	99
CCC(C)[C@H]1O[C@]2(C=C[C@@H]1C)C[C@@H]1C[C@@H](C/C=C(\C)[C@@H](OC3C[C@H](OC)C(O[C@H]4C[C@H](OC)[C@@H](O)[C@H](C)O4)[C@H](C)O3)[C@@H](C)/C=C/C=C3\CO[C@@H]4[C@H](O)C(C)=C[C@@H](C(=O)O1)[C@]34O)O2 (stereo partly specified)	-93*	-17*	-82*	-57*	-79*	-35*	/	-32*
O=C1NC(=O)C(=Cc2ccc(OCC(=O)N3CCOCC3)cc2)C(=O)N1	94	101	109	112	105	106	105	106
Cc1ncc(CNC(=O)N(CCCl)N=O)c(N)n1	81	98	122	118	/	87	106	97
COc1ccc(-n2c(=S)[nH]c3ccccc3c2=O)cc1	100	95	103	88	102	96	108	100
Cc1cc(Br)cc(Br)c1	117	98	100	103	106	96	111	116
O=C1NC(=S)NC(=O)C1=Cc1ccc(F)cc1	/	105	112	116	108	108	/	103
CCNc1nc2c(s1)C1=CC[C@@H]3[C@H](CC[C@]4(C)C(=O)CC[C@@H]34)[C@@]1(C)CC2	98	99	/	101	99	108	100	102
Oc1ccccc1C=NCCN=Cc1ccccc1O.[Fe]	-80*	47	117	92	67	58	70	31
O=C(O)c1cc([N+](=O)[O-])cc([N+](=O)[O-])c1	97	62	106	87	98	105	109	101
COC1=C(N2CC2)C(=O)c2ccccc2C1=O	96	109	113	105	110	110	102	110
CCOP(=O)(OCC)c1nc(-c2ccccc2)oc1N(C)CCBr	/	108	123	111	100	95	105	112
O=C1CCC2(O)[C@@H]3Cc4ccc(O)c5c4[C@]2(CCN3Cc2ccoc2)C1O5 (stereo partly specified)	92	103	115	106	100	109	97	105
COc1ccc2c(c1)C1OCCNC1CC2 (stereo unspecified)	97	99	113	102	107	106	/	106
COC1CC2C=C(C)/C=C/C=C/C(=O)NC(c3ccccc3)C/C=C/CCC(O)CC(=O)C2=C1O (stereo unspecified)	-92*	/	-81*	-90*	-97*	-89*	-85*	-91*
O=C(O)c1ccc2c3c(n[se]c13)-c1ccccc1C2=O	96	112	102	118	99	97	95	102
NCCc1cc(O)c(O)c(O)c1	95	95	107	/	104	103	98	85
O=P(Oc1ccccc1)(Oc1ccccc1)Oc1ccccc1	98	81	116	119	107	85	93	96
O=C/C=C/c1ccccc1	104	108	105	118	100	93	106	102
O=C1C2(Cl)C3(Cl)C4(Cl)C(Cl)(Cl)C5(Cl)[C@]3(Cl)C1(Cl)[C@]5(Cl)C24Cl (stereo partly specified)	92	86	103	80	93	93	90	94
NC(=O)Cc1c(OC(=O)NCCCCN=C(N)N)cc(Br)c(O)c1Br	105	110	112	118	101	100	106	116

Some of these compounds in order of molar mass, low to high:
SMILES	LOX IMVI	UACC-257	SK-MEL-28	SK-MEL-2	SK-MEL-5	UACC-62	MALME-3M	MDA-MB-435
COc1ccc2c(c1)C1OCCNC1CC2 (stereo unspecified)	97	99	113	102	107	106	/	106
Oc1ccccc1C=NCCN=Cc1ccccc1O.[Fe]	-80*	47	117	92	67	58	70	31
O=C1CCC2(O)[C@@H]3Cc4ccc(O)c5c4[C@]2(CCN3Cc2ccoc2)C1O5 (stereo partly specified)	92	103	115	106	100	109	97	105
CCNc1nc2c(s1)C1=CC[C@@H]3[C@H](CC[C@]4(C)C(=O)CC[C@@H]34)[C@@]1(C)CC2	98	99	/	101	99	108	100	102
CCOP(=O)(OCC)c1nc(-c2ccccc2)oc1N(C)CCBr	/	108	123	111	100	95	105	112
NC(=O)Cc1c(OC(=O)NCCCCN=C(N)N)cc(Br)c(O)c1Br	105	110	112	118	101	100	106	116

More structures
SMILES	LOX IMVI	UACC-257	SK-MEL-28	SK-MEL-2	SK-MEL-5	UACC-62	MALME-3M	MDA-MB-435
COc1cc(N(CCCl)CCCl)c(OC)cc1/C=N\Nc1nncn1N	97	97	107	107	100	101	/	100
COc1cc(OC)c(S(=O)(=O)N(CCCl)CCCl)cc1C(=O)/C=C/c1ccccc1	51	100	102	104	100	89	104	98
O=[N+]([O-])c1cccc(NP(=O)(N2CC2)N2CC2)c1	99	103	110	120	102	92	109	115
C[C@]12C=CC(=O)C=C1CC[C@@H]1[C@@H]2C(=O)C[C@]2(C)C(=O)CC[C@@H]12	94	101	114	102	111	95	/	111
O=C1NC(=O)C(O)(c2c[nH]c3ccccc23)C(=O)N1	88	100	109	100	100	95	91	102
C[C@]12CCC(=O)C=C1CCC1C2CC[C@@]2(C)C1CC[C@@H]2O (stereo partly specified)	97	97	102	95	96	60	100	111

Four of the compounds above, bar-delimited.
smiles | LOX IMVI | UACC-257 | SK-MEL-28 | SK-MEL-2 | SK-MEL-5 | UACC-62 | MALME-3M | MDA-MB-435
C[C@]12C=CC(=O)C=C1CC[C@@H]1[C@@H]2C(=O)C[C@]2(C)C(=O)CC[C@@H]12 | 94 | 101 | 114 | 102 | 111 | 95 | / | 111
COc1cc(OC)c(S(=O)(=O)N(CCCl)CCCl)cc1C(=O)/C=C/c1ccccc1 | 51 | 100 | 102 | 104 | 100 | 89 | 104 | 98
COc1cc(N(CCCl)CCCl)c(OC)cc1/C=N\Nc1nncn1N | 97 | 97 | 107 | 107 | 100 | 101 | / | 100
C[C@]12CCC(=O)C=C1CCC1C2CC[C@@]2(C)C1CC[C@@H]2O (stereo partly specified) | 97 | 97 | 102 | 95 | 96 | 60 | 100 | 111

The list is partial, so the mix of outcomes need not match the whole.
